# From PubChem BioAssay
# Peg3 promoter: Peg3 promoter-driven luciferase inhibitors, primary screen, cell-based, HeLa, luciferase luminescence; HeLa PEG-Prom luciferase reporter, overnight; inhibition, % at 20 µM; hit rate 1.7% among 360,000; AID 588405, 2011;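 active means inhibition of at least 50% at 20 µM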
# NR2E3 ag-1: NR2E3 agonists in two-hybrid cells, primary screen, cell-based, luminescence, CHO-S, Gal4-NCOR/VP16-NR2E3; Photoreceptor-specific nuclear receptor (Homo sapiens), Q9Y5X4; luciferase; inhibition of corepressor binding, % at 3.98 µM; hit rate 0.35% among 360,000; AID 602229, 2012;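 active means inhibition above the mean of all tested compounds plus 3 SD, cut at about 70% in these data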;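 further: 0% = DMSO with NR2E3 transfected cells and 100% = cells lacking NR2E3 construct; higher means lower luciferase signal from less NR2E3 corepressor binding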
# Target sequence (Q9Y5X4 whole entry, looked up, the tested form may be a part): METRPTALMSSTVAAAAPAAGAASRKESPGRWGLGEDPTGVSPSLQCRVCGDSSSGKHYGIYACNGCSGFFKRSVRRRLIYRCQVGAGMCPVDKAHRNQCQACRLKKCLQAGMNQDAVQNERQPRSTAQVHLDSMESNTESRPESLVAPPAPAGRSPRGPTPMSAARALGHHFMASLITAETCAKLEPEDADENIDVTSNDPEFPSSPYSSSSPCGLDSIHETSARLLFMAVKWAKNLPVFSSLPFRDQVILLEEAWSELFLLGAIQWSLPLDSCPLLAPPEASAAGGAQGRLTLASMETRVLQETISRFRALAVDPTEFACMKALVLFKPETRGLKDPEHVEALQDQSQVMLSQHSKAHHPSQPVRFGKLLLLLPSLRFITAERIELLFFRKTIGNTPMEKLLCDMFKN
# C8 TRAIL sens: viability loss with TRAIL in NB7+C8 cells, primary screen, TRAIL sensitizer project, cell-based, ATPlite luminescence. hit rate 1% among 360,000. AID 624354, 2012. inhibition (viability loss, TRAIL sensitization), % at 10 µM;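 active means compounds causing at least 50% loss of cell viability in the single-dose screen, relative to plate controls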
# CF NFkB block: inhibitors of PAF-induced NF-kB signaling, primary screen, cell-based, GFP fluorescence, uHTS. KKLEB NF-kB-GFP reporter, GFP fluorescence overnight. inhibition, % at 5 µM. hit rate 0.86% among 360,000. AID 588850, 2011;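 active means at least 50% inhibition at 5 µM, scaled per plate between neutral and stimulator controls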;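 further: PAF is a Pseudomonas aeruginosa culture filtrate used as stimulus; plate controls were PAF-stimulated DMSO wells for no effect and unstimulated DMSO wells for full effect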
# TRPM1 prom inh: inhibitors of MITF-dependent TRPM1 promoter reporter, primary screen, cell-based, SK-MEL-5, single point, luciferase | hit rate 0.83% among 330,000 | SK-MEL-5 TRPM1 promoter luciferase, 24 h | inhibition, % at 12.5 µM;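 active means mean inhibition across replicates of 60% or more, whatever share of single replicates reaches that level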; further: values of inactives mirror those of a sister screen read the other way
# LMP1 NFkB inh: EBV LMP1-driven NF-kappaB luciferase reporter inhibitors, primary screen, cell-based, luminescence, single point; LMP1-induced NF-kappaB luciferase reporter cells; inhibition, % at 12.5 µM; hit rate 0.69% among 350,000; in the data active means inhibition above about 41%;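 further: 0% = neutral control wells and 100% = reference inhibitor control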
# hiPSC survival: enhancers of single-cell hiPSC survival, primary screen, ATPlite luminescence; 100% = ROCK inhibitor wells, 0% = DMSO; survival enhancement, % at 20 µM; hit rate 0.044% among 360,000; AID 602274, 2012; in the data active means survival enhancement above about 18%;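 further: cells exposed to compounds for 16 hours before the ATP read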
# HIF-2a block: HIF-2a reporter inhibitors, primary screen, luminescence, 786-0 RCC cells | AID 624352, 2012 | inhibition, % at 18.8 µM | hit rate 0.72% among 360,000 | 786-0 RCC cells HIF-2a reporter, luciferase luminescence, overnight;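 active means inhibition of the luminescence signal of 40% or more relative to plate controls, in a single-dose primary screen at 18.75 µM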
# Shn3 3UTR inh: reduction of Shn3 3'UTR firefly luciferase signal, primary screen, Schnurri-3 inhibitor project, cell-based, Clone20 osteoblasts, set 2 | Clone20 osteoblast Shn3 3'UTR firefly luciferase, 24 h | inhibition, % at 12.5 µM | hit rate 0.52% among 360,000 | AID 588674, 2011;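 active means mean inhibition of at least 75% with every replicate also reaching 75%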;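 further: 0% = median of neutral control wells and 100% = pilot-screen positive control compound; some compounds past the cut are filed as inactive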
# NR2E3 ag-2: inhibitors of NR2E3-RetCOR corepressor binding, primary screen, NR2E3 agonist project, biochemical, TR-FRET, GST-NR2E3, biotin-RetCOR. hit rate 0.12% among 320,000. Photoreceptor-specific nuclear receptor (Homo sapiens), Q9Y5X4. 1536-well. AID 2300, 2010. inhibition of corepressor binding, % at 4.78 µM;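 active means percent inhibition above the cutoff of mean plus 3 SD of all tested compounds, set per screening campaign, cut at about 20% in these data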;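 further: 0% = DMSO wells and 100% = biotin wells as full block of FRET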
#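 Assay system: NR2E3–RetCOR corepressor complex. Quantity: 1.35 nM GST-NR2E3. Buffer or medium: pH 7.5 Tris-based buffer. Reagent: biotinylated RetCOR corepressor at 7 nM final. Schedule: 5 h at 4 °C. Detection: TR-FRET, emission read at 617 and 671 nm. Replicates: one well per compound, singlicate testing.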
# KKLEB tox: cytotoxicity in KKLEB CF airway cells, primary screen, cytotoxicity control for CF NF-kB inhibitor project, cell-based, uHTS, fluorescence assay plates; hit rate 0.36% among 360,000; KKLEB CF airway cells viability, ATPlite luminescence, overnight; stronger effect = lower value; cells stimulated with P. aeruginosa culture filtrate; activity change (cytotoxicity), % at 5 µM; AID 602141, 2011;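 active means corrected activity change at or below -50% at 5 µM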
# Numbers without * were called inactive; · = no result given. A portion of the library; the hit share may differ from the screen's.
SMILES,Peg3 promoter,NR2E3 ag-1,C8 TRAIL sens,CF NFkB block,TRPM1 prom inh,LMP1 NFkB inh,hiPSC survival,HIF-2a block,Shn3 3UTR inh,NR2E3 ag-2,KKLEB tox
O=S(=O)(c1ccc(NC(=S)NC2CC2)cc1)N1CCOCC1,10,-9,5,16,12,1,3.5,3,-18,0,-21
O=C(Cn1c(=O)n(Cc2ccco2)c(=O)c2cc(Cl)ccc21)NCC1CCCO1 (centres undefined),8,-7,1,5,16,0,0.2,12,10,3,-8
CC(=O)NC1(c2nnnn2CCOC(=O)Nc2ccc(Cl)cc2)CCCC1,-5,-23,-1,-11,0,-1,2.0,-3,-1,5,16
CN1CCN(c2ncc(CN3C(=O)c4ccccc4C3=O)s2)CC1,2,-6,17,15,-9,-6,-0.3,13,-1,-3,-8
CCOc1ccc(CCNC(=O)C2CCN(c3nnc(-n4cccc4)s3)CC2)cc1,2,-33,18,-5,1,3,2.5,-5,-12,2,11
S=C(Nc1cccc(Cl)c1)N1CCN(Cc2ccccc2)CC1,6,1,-12,-3,10,-2,-1.7,-7,2,-1,3
C(=N\N1CCN(c2ccccn2)CC1)/c1ccccn1,-144,-18,10,-7,-61,-5,-0.8,-167,-88,1,0
Cc1ccc(N/N=C(\C#N)C(=N)N2CCCCC2)cc1,-237,-142,14,7,-50,-13,-0.6,-278,-59,-6,-4
COc1cc(N/C(N)=N/c2nc(C)cc(C)n2)cc(OC)c1,19,3,31,-23,-2,8,-0.4,23,8,3,-1
Cc1ccc2nc(CCc3ccc(N)cc3)[nH]c2c1,-209,-80,-3,20,-25,-16,-0.8,-163,-29,1,-10
CCn1c(SCC(=O)N2CCOCC2)nc(O)cc1=O,2,-33,17,5,2,-2,0.6,14,9,4,-8
C=CCn1c(SCC(=O)NC2CCCCC2)nnc1-c1sc(N)nc1C,12,3,-4,15,2,-11,2.4,-4,1,1,-3
Cc1ccc(NC(=O)CCN2CCC(C)CC2)cc1,9,-29,-4,-17,-8,3,-0.6,16,-8,0,-4
N#CC1=C(N)n2c(s/c(=C\c3cccs3)c2=O)=C(C#N)C1c1cccs1 (centres undefined),10,-15,-2,-137,7,-2,1.5,4,-14,0,11
Nc1nc(CCl)nc(N(c2ccccc2)c2ccccc2)n1,46,-4,93*,70*,·,·,3.2,37,16,3,-73*
O=C(CSc1cccc[n+]1[O-])Nc1ccc(Br)cc1Br,-44,-18,-19,-25,-1,-7,-0.2,-47,0,·,1
O=C(Nc1cc(C(F)(F)F)ccc1-n1cncn1)c1ccc(Cl)cc1,-8,-19,0,22,-8,6,5.1,17,0,-2,-2
O=C(NC1CC1)c1ccc2c(c1)N(Cc1ccccc1)CCS2,-13,-27,9,4,3,-8,0.5,-56,-5,-2,-1
CN1/C(=C\C=C2\N=C(c3ccc(F)cc3)OC2=O)C(C)(C)c2ccccc21,11,2,-8,2,-1,5,4.8,12,5,-5,1
COc1ccc(OC)c(S(=O)(=O)Nc2ccc3[nH]c(=O)[nH]c3c2)c1,6,-33,7,5,2,3,-0.4,12,-2,-1,0
Cc1cccc(C)c1NC(=O)CNC(=O)C12CC3CC(CC(O)(C3)C1)C2,11,5,7,4,4,0,-0.4,13,-3,0,0
O=C(CSc1ccc2ccccc2c1)Nc1nc2ccccc2[nH]1,10,32,16,11,-3,16,0.1,29,12,0,0
Cc1ccc(/C([O-])=C(/C(=S)NCCN2CCOCC2)[n+]2ccccc2)cc1[N+](=O)[O-],17,0,11,4,9,-3,0.5,9,-1,0,5
O=C(Cc1ccccc1)NCC(=O)OCC(=O)c1ccc(Cl)c([N+](=O)[O-])c1,-2,-9,15,0,4,-1,-1.1,4,-1,-1,0
Cc1nonc1CN(C)C(=O)CC1C(=O)NCCN1Cc1ccccc1F (centres undefined),-1,13,9,-12,5,3,1.5,7,5,·,5
Cc1ccc(C)c(NC(=O)CSc2n[nH]c(-c3ccncc3)n2)c1,1,-6,-11,-4,6,-4,2.3,7,-4,1,2
CCOC(=O)C1C(=O)NC(SCC(N)=O)=C(C#N)C1c1ccccc1OCC (centres undefined),10,-21,-15,8,-3,1,-0.2,17,-16,0,0
Cc1ccc(CN(CC(=O)N/N=C/c2ccccc2[N+](=O)[O-])S(=O)(=O)c2ccc(C)cc2)cc1,7,-10,-7,20,15,4,8.1,16,8,-4,-4
COc1ccccc1NC(=O)Nc1nc(C(N)Cc2ccc(Cl)cc2)cs1 (centres undefined),106*,5,10,6,·,·,-5.3,11,8,·,-7
CN(C)S(=O)(=O)c1cccc(NC(=O)COC(=O)c2c[nH]c(=O)[nH]c2=O)c1,19,9,-3,-19,-14,-9,-0.5,11,-6,-1,14
COc1ccc([C@@H]2CC(=O)c3c(O)cc(O[C@@H]4OC(CO[C@@H]5OC(C)[C@H](O)[C@H](O)C5O)[C@@H](O)[C@@H](O)C4O)cc3O2)cc1O (some centres undefined),1,3,-11,20,6,2,-0.5,-2,-12,1,31
O=C(c1ccc(OCC2CCCO2)cc1)N1CCN(c2ccccc2)CC1 (centres undefined),1,4,6,-4,-6,3,0.5,-8,-16,7,1
O=C(CN1C(=O)NC2(CCCC2)C1=O)Nc1ccccc1,-4,7,-2,-18,-2,-2,0.3,13,1,3,10
CCC1CCCCN1CCCNC(=O)CS(=O)Cc1nc(-c2ccc(OC)c(OC)c2)oc1C (centres undefined),-12,-10,1,0,8,2,-0.6,2,18,-3,-13
Cc1ccc(NCc2nnc(SCC(=O)NCc3ccco3)n2CC2CCCO2)c(C)c1 (centres undefined),1,-13,3,-8,11,1,-0.7,18,-1,0,8
Cc1ccc(C(=O)COC(=O)CNC(=O)Cc2ccccc2)cc1,20,-18,4,6,-4,-4,0.1,5,8,-2,10
CCCCC(=O)Nc1cc(C)c2c(=O)oc3ccccc3c2n1,-17,-32,59*,-50,9,-10,-0.7,-28,5,-3,7
CC(=O)Nc1ccc(C(=O)OCC(=O)Nc2ccccc2Sc2ccccc2)cc1,4,-3,-15,4,-1,2,-0.1,18,23,-1,-21
CC1(C)CC(=O)C(C=NC(CCC(N)=O)C(=O)O)=C(O)C1 (centres undefined),-5,8,-23,-3,0,-15,-0.7,8,1,4,-2
O=C(O)CCCn1cc(NC(=O)c2c(F)cccc2F)cn1,-6,-13,-1,11,1,-8,2.9,12,8,0,-1
Cc1c(N=C2SCC(=O)N2/N=C\c2ccc(Br)cc2)c(=O)n(-c2ccccc2)n1C,-5,4,-7,-3,-3,-1,3.5,0,-2,1,6
Cc1cc(C)nc(SCC(=O)N/N=C/c2cccnc2)n1,5,-15,7,11,6,9,0.8,20,0,·,2
COc1ccc(OC)c(NC(=O)Nc2c(O)ccc3ccccc23)c1,-1,2,8,-9,17,3,0.5,-19,-23,1,4
CCS(=O)(=O)Nc1cccc(-c2nc3cccnc3s2)c1,-140,-63,-19,-2,-37,-14,0.0,-180,-37,-7,12
COc1cccc(C(=O)Nc2c3c(nn2-c2ccc(Cl)cc2)CS(=O)(=O)C3)c1OC,14,3,-8,11,6,5,0.6,12,2,4,-9
CCn1c2ccc(F)cc2c2nnc(SCCN3CCCCC3)nc21,8,-18,9,-25,-3,1,-0.2,5,17,·,-1
CC12CNCC(C)(CN(C(c3ccccc3)c3ccccc3)C1)C2,81*,-3,-3,5,2,2,-5.6,-1,-55,-3,-6
COc1ccc(N2CCN(S(=O)(=O)c3c(C)nc4scc(C)n4c3=O)CC2)cc1,14,18,4,12,8,-5,1.2,3,26,7,-1
CCOc1ccc(N2C(=O)CC(Sc3nccc(C)n3)C2=O)cc1 (centres undefined),1,-8,-9,-7,-11,2,-0.8,4,-11,0,4
CN(C)S(=O)(=O)N1CCC(Oc2cccc(C(=O)NC3CCOC3)c2)CC1 (centres undefined),-21,-29,-6,17,-2,6,-0.3,-19,-5,-1,-18
CCOC(=O)C1CCN(C(=O)COC(=O)c2ccccc2C(=O)c2ccc(Cl)cc2)CC1,1,-5,-2,0,0,5,0.6,9,-2,-2,0
Cc1ccc(NC(=O)c2cccs2)cc1S(=O)(=O)N(C)C,-47,-2,9,6,-10,-1,-0.3,-61,5,-3,-6
C=CCN(CC=C)C(=S)NC(=O)/C=C/c1ccc(OC)cc1,-17,-14,2,-2,9,1,3.0,-7,3,0,2
CN(Cc1c(C(=O)N/N=C/c2cccc(Cl)c2)nnn1-c1nonc1N)c1ccccc1,24,-4,-10,11,-16,5,1.0,6,-6,-3,-11
O=[N+]([O-])c1ccc(COc2ccc(-c3[nH]ncc3-c3ccccc3)c(O)c2)cc1,18,-6,0,-16,11,-4,-0.8,4,49,-1,5
CCN(CC)c1ccc(CNc2ccc3c(c2)ncn3C(C)(C)C)cc1,-13,-5,4,4,12,5,-0.5,-28,28,-1,1
O=C(COS(=O)c1ccccc1)Nc1cc(Cl)ccc1N1CCOCC1 (centres undefined),9,-17,1,10,-5,-22,-1.0,13,12,0,-2
Cc1nn(-c2ccccc2)c2[nH]c(=O)c(CNc3ccc(N4CCOCC4)cc3)cc12,-8,-10,2,10,6,2,3.0,13,6,5,6
COc1ccc(C(=O)Sc2ccc(C)cc2)cc1OC,-62,17,14,15,-35,1,-2.6,-69,-54,-4,-3
CCN1CCN(CCC(=O)Nc2ccccc2OC)CC1,2,-2,4,0,3,5,-1.6,4,-66,1,3
COCCNC(=O)COC(=O)c1cccnc1SC,0,-26,4,2,1,7,-0.6,7,12,-4,3

# Given field by field: entries from further up.
O=C(COS(=O)c1ccccc1)Nc1cc(Cl)ccc1N1CCOCC1 (centres undefined)
  Peg3 promoter = 9
  NR2E3 ag-1 = -17
  C8 TRAIL sens = 1
  CF NFkB block = 10
  TRPM1 prom inh = -5
  LMP1 NFkB inh = -22
  hiPSC survival = -1.0
  HIF-2a block = 13
  Shn3 3UTR inh = 12
  NR2E3 ag-2 = 0
  KKLEB tox = -2
COc1ccc(C(=O)Sc2ccc(C)cc2)cc1OC
  Peg3 promoter = -62
  NR2E3 ag-1 = 17
  C8 TRAIL sens = 14
  CF NFkB block = 15
  TRPM1 prom inh = -35
  LMP1 NFkB inh = 1
  hiPSC survival = -2.6
  HIF-2a block = -69
  Shn3 3UTR inh = -54
  NR2E3 ag-2 = -4
  KKLEB tox = -3
COc1ccc(N2CCN(S(=O)(=O)c3c(C)nc4scc(C)n4c3=O)CC2)cc1
  Peg3 promoter = 14
  NR2E3 ag-1 = 18
  C8 TRAIL sens = 4
  CF NFkB block = 12
  TRPM1 prom inh = 8
  LMP1 NFkB inh = -5
  hiPSC survival = 1.2
  HIF-2a block = 3
  Shn3 3UTR inh = 26
  NR2E3 ag-2 = 7
  KKLEB tox = -1
